ssDAF12 agonist: S. stercoralis DAF-12 nuclear receptor activators, primary screen, cell-based, luminescence, HEK293, GRIP1 co-expression, lit1-tk-luc | Nuclear hormone receptor DAF-12 (Strongyloides stercoralis) | HEK293 ssDAF-12/GRIP1 lit1-tk-luc reporter; % of 3 µM dafachronic acid response | activation, % at 6.8 µM | actives 1% (n = 370,000) | AID 652126, 2013;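 active means activation above the mean over all tested compounds plus 3 SD, cut at about 0.9% in these data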;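 further: 0% = DMSO-only wells and 100% = 3 µM delta7-dafachronic acid wells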
hcDAF12 agonist: H. contortus DAF-12 nuclear receptor activators, primary screen, cell-based, luminescence, HEK293, lit1-tk-luc reporter | HEK293 hcDAF-12 lit1-tk-luc reporter; 0% DMSO, 100% Δ7-dafachronic acid | activation, % at 6.8 µM | actives 1.4% (n = 370,000) | AID 652067, 2013;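 active means activation above the mean of all tested compounds plus 3 SD, cut at about 5.5% in these data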;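 further: 100% = response to 3 µM Δ7-dafachronic acid high control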
MBD2 DNA inh: inhibitors of MBD2 binding to methylated DNA, primary screen, biochemical, TR-FRET, DNA-binding domain, human; MBD2 binding to methylated oligonucleotide; inhibition, % at 4.4 µM; actives 0.31% (n = 370,000); in the data active means inhibition above about 13%
ADAM17 inh: ADAM17 inhibitors, primary screen, biochemical, QFRET. recombinant ADAM17, EDANS/DABCYL FRET peptide cleavage. actives 0.83% (n = 370,000). inhibition, % at 6.95 µM. AID 720648, 2013;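 active means inhibition above the mean of compounds lying between control limits plus 3 SD, set per campaign, cut at about 8.5% in these data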;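 further: 0% = DMSO-only wells as the low control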
DAX1 inh-1: DAX1 (NR0B1) inhibitors on StAR promoter, primary screen, cell-based, luminescence, SF-1 (NR5A1), full-length DAX-1. actives 1.1% (n = 370,000). HEK293T StAR-luciferase reporter, SF-1/DAX-1 repression relief. inhibition, % at 6.8 µM. AID 652010, 2013;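 active means inhibition above the mean over all tested compounds plus 3 SD, cut at about 3.6% in these data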;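 further: 0% = DAX-1 cells with DMSO and 100% = cells lacking DAX-1 with DMSO; higher inhibition means more luminescence from relief of DAX-1 repression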
PLC-gamma1 inh: PLC-gamma1 enzyme inhibitors, primary screen, biochemical, fluorescence, purified enzyme. fluorogenic substrate. inhibition, % at 12.2 µM. actives 0.84% (n = 370,000); in the data active means inhibition above about 9.5%
NR1D1 modulator: modulators of Rev-erb alpha DNA binding, primary screen, biochemical, FITC-DNA, fluorescence polarization, uHTS | Nuclear receptor subfamily 1 group D member 1 (Homo sapiens), P20393 | Rev-erbα–FITC-DNA binding, 90 min | activity, % at 10 µM | actives 0.79% (n = 370,000) | AID 1259318, 2017;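 active means activity above about 14%, limit read from the data; passing the limit was not always enough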;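 further: 0% = DMSO wells with 35 nM protein and 100% = DMSO wells with 750 nM protein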
Target sequence (P20393 whole entry, looked up): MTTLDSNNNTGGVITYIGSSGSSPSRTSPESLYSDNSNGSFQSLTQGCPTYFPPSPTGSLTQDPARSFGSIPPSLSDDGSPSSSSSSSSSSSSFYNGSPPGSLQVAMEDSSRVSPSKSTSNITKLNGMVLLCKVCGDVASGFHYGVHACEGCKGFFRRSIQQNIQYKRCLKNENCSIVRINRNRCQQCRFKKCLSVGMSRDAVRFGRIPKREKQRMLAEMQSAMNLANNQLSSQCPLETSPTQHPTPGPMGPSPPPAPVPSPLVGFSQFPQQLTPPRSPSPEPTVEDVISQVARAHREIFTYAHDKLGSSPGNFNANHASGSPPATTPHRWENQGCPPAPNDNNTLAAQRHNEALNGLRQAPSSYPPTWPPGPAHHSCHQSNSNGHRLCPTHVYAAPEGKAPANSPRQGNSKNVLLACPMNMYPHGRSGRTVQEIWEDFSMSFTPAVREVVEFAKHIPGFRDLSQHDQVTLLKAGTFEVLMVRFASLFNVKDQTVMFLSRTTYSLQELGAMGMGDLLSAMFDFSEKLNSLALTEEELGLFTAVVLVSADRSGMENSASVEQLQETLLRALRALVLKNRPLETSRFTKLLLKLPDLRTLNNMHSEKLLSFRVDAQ
SMARCA2 act: SMARCA2 (BRM) function activators, primary screen, cell-based, luminescence, high throughput; activation, % at 9.1 µM; MG213 cells, MMTV-luciferase reporter, dexamethasone, overnight; AID 652017, 2013; actives 1% (n = 370,000); in the data active means activation above about 7.8%;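 further: 0% = vehicle wells and 100% = reference activator wells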
DAX1 inh-2: DAX1 (NR0B1) inhibitors, primary screen, cell-based, HEK293, Gal4-DAX1, luciferase luminescence | HEK293 Gal4-DAX1 luciferase reporter | inhibition, % at 6.75 µM | actives 0.99% (n = 340,000) | AID 504766, 2011;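 active means inhibition above the mean over all tested compounds plus 3 SD, cut at about 4.2% in these data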;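 further: 0% = DAX1-transfected cells with DMSO and 100% = empty-vector control cells with DMSO; inhibition shows as a rise in luminescence from relieved DAX1 repression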
Target sequence (P51843 207-470 limits assumed): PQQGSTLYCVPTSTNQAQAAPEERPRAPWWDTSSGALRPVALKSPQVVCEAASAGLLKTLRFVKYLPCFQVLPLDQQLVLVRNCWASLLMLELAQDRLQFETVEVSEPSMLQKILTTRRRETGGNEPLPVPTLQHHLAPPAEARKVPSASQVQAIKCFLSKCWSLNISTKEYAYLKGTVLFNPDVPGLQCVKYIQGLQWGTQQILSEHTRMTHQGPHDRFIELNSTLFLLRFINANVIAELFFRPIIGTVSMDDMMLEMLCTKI
PLC-beta3 inh: human PLC-beta3 inhibitors, primary screen, biochemical, fluorescence | 1-phosphatidylinositol 4,5-bisphosphate phosphodiesterase beta-3 (Homo sapiens), Q01970 | Purified PLC-beta3, fluorogenic substrate | inhibition, % at 12.2 µM | actives 0.18% (n = 370,000) | AID 720704, 2013; in the data active means inhibition above about 11%;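 further: 0% = median of compound wells on plate and 100% = full blocker control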
hgDAF-12 ag: H. glycines DAF-12 receptor agonists, primary screen, cell-based, luminescence, HEK293, GAL4 fusion, UAS-luciferase; activation, % at 6.8 µM; actives 1.8% (n = 370,000); HEK293 GAL4-hgDAF12 UAS-luciferase reporter, agonist luminescence; normalized to butyrate control; Nuclear hormone receptor DAF-12 (Heterodera glycines), GAL4 fusion;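 active means activation above a cutoff set at the mean of all screened compounds plus 3 SD, cut at about 10% in these data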;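 further: 0% = DMSO wells and 100% = sodium butyrate wells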
Active calls of the source: *; / = not tested or not shown.

[1] COc1cccc2c1OC1(C)CC2NC(=O)N1c1cccc(C(=O)N2CCN(c3ccccn3)CC2)c1 (stereo unspecified)
[2] CCCCN(C(=O)c1ccc(N2CCCC2=O)cc1)c1c(N)n(CCCC)c(=O)[nH]c1=O
[3] CN(C)/C=C/C(=O)c1ccc([N+](=O)[O-])c(CS(=O)(=O)c2ccccc2)c1
[4] COc1ccc(/C=N/NC(=O)c2ccc3c(c2)OCO3)cc1
[5] O=C1/C(=C/c2ccccc2)Nc2ccccc21

assay / compound,1,2,3,4,5
ssDAF12 agonist,-1.6,-0.2,-0.5,-0.9,-1.4
hcDAF12 agonist,-1.2,0.6,-2.2,-0.4,0.4
MBD2 DNA inh,1,1,-6,5,-11
ADAM17 inh,-2,-2,9.3*,-6,-10
DAX1 inh-1,0.0,-0.8,-0.3,0.1,0.3
PLC-gamma1 inh,8,1,7,2,-14
NR1D1 modulator,0,0,0,-1,-1
SMARCA2 act,1,2,0,5,0
DAX1 inh-2,0.4,0.4,-1.1,1.5,0.3
PLC-beta3 inh,1,2,-5,0,-22
hgDAF-12 ag,-3.7,2.3,0.7,2.9,1.1

[6] COc1cccc(OC)c1C(=O)N1CC(C)OC(C)C1 (stereo unspecified)
[7] O=C(CSc1ccccc1)N1CCN(S(=O)(=O)c2ccccc2)CC1
[8] Cc1cc(C)nc(NC(=NCc2ccc3c(c2)OCO3)NC(=O)Nc2ccccc2)n1
[9] Cc1cc(NC(=O)CN2CCC(C)CC2)no1
[10] Oc1ccc(Nc2ccnc3cc(Cl)ccc23)cc1

assay / compound,6,7,8,9,10
ssDAF12 agonist,-1.1,-0.7,-1.3,-1.8,-1.2
hcDAF12 agonist,-1.1,-0.5,-1.1,-0.5,-1.1
MBD2 DNA inh,-3,0,1,-11,-6
ADAM17 inh,-2,-1,-6,-2,1
DAX1 inh-1,0.1,-1.3,0.0,0.3,-0.2
PLC-gamma1 inh,0,1,-2,4,-1
NR1D1 modulator,-2,-1,0,-3,-5
SMARCA2 act,0,-1,-4,-2,7
DAX1 inh-2,1.2,0.7,0.4,1.0,-1.2
PLC-beta3 inh,4,-6,-1,-6,-5
hgDAF-12 ag,8.3,-0.6,0.6,-0.7,-3.5

[11] Cc1cc(C)c(OCC(=O)OCC(=O)NCC2CCCCC2)c(C)c1
[12] Cc1ccc(N(CC(=O)NC2CCCCC2)C(=O)c2ccc(C)s2)cc1
[13] CNC(=O)NC(=O)C(c1ccccc1)N(C)CC1COc2ccccc2O1 (stereo unspecified)
[14] CCOC(=O)C1=C(N)n2c(s/c(=C/c3ccco3)c2=O)=C(C(=O)OC)C1c1ccco1 (stereo unspecified)
[15] Nc1[nH]c2cc(C(F)(F)F)ccc2c1C(=O)NC1CCCCC1

assay / compound,11,12,13,14,15
ssDAF12 agonist,-1.0,-0.9,-1.0,-1.1,0.5
hcDAF12 agonist,-0.1,0.2,-2.2,-1.2,5.0
MBD2 DNA inh,4,-4,-1,1,2
ADAM17 inh,-1,-4,-3,-5,5
DAX1 inh-1,1.9,0.8,0.7,-1.7,-0.7
PLC-gamma1 inh,5,-1,0,-74,1
NR1D1 modulator,14,5,-3,-2,2
SMARCA2 act,-2,-1,-2,5,0
DAX1 inh-2,-0.3,-0.5,-0.7,1.6,/
PLC-beta3 inh,-6,-1,-8,-92,4
hgDAF-12 ag,-0.2,0.3,0.7,0.9,2.0

[16] COc1ccc(C2=Nn3c(nnc3-c3ccccc3Cl)SC2)cc1OCC1CC1
[17] CC(=Nc1ccc(C)cc1)c1sc2ccccc2c1O
[18] CC1(C)CC(=O)C(Sc2nnc(-c3ccc(NS(C)(=O)=O)cc3)n2Cc2ccco2)C(=O)C1
[19] Nc1nc(F)nc2c1ncn2[C@@H]1O[C@H](CO)[C@@H](O)[C@@H]1O
[20] CC(=O)c1cccc(NC(=O)CN2C(=O)NC(C)(c3ccc4c(c3)OCCCO4)C2=O)c1 (stereo unspecified)

assay / compound,16,17,18,19,20
ssDAF12 agonist,-1.8,2.2*,-1.8,-1.0,-0.6
hcDAF12 agonist,-1.6,11*,-0.3,-2.2,-1.3
MBD2 DNA inh,-2,2,9,4,4
ADAM17 inh,-1,-1,-9,-6,-5
DAX1 inh-1,-2.0,5.3*,-0.2,-0.6,-1.1
PLC-gamma1 inh,-4,-56,-6,-1,-1
NR1D1 modulator,1,5,-1,2,0
SMARCA2 act,4,5,0,-3,-2
DAX1 inh-2,-2.4,2.6,2.4,0.4,0.2
PLC-beta3 inh,-3,-58,-6,0,-12
hgDAF-12 ag,-1.4,15*,-0.3,-3.6,0.2

[21] N#CCCN(C(=O)CSc1nc2ccccc2c(=O)[nH]1)c1ccc(F)cc1
[22] COC(=O)c1cccc(-n2nnnc2SCC(=O)Nc2cc(C)on2)c1
[23] CC(=O)NCCCCCCNC(C)=O
[24] CCOC(=O)C1=NN(c2ccccc2)C2C(=O)N(c3ccccc3OC)C(=O)C12 (stereo unspecified)
[25] CCc1noc(C)c1C(=O)N(CCOC)c1c(N)n(CC(C)C)c(=O)[nH]c1=O

assay / compound,21,22,23,24,25
ssDAF12 agonist,-0.4,-1.1,-1.2,-0.9,-0.8
hcDAF12 agonist,-0.3,-0.8,0.4,1.8,1.7
MBD2 DNA inh,1,-2,4,5,-7
ADAM17 inh,1,0,1,-7,-1
DAX1 inh-1,-0.3,0.6,1.1,-0.1,0.7
PLC-gamma1 inh,0,0,6,-314,-2
NR1D1 modulator,14,3,-4,-3,0
SMARCA2 act,0,1,-4,-2,4
DAX1 inh-2,0.1,-0.6,0.8,1.8,1.0
PLC-beta3 inh,-2,0,4,-331,-4
hgDAF-12 ag,0.7,-0.2,-3.6,-0.5,-1.7

[26] O=C(c1ccccc1)N1CCOC(O)(c2ccccc2)C1c1ccccc1 (stereo unspecified)
[27] NCCCC[C@H]1CNC(=O)C(=O)N1CCc1cc(C(F)(F)F)cc(C(F)(F)F)c1
[28] COc1cccc(/C(O)=C/C(=O)C(=O)Nc2ccc(S(=O)(=O)NC(C)=O)cc2)c1
[29] CC1CCN(C(=O)c2cc3ccccc3c(=O)o2)CC1
[30] CCN(CC)C(=O)N1CCc2ccccc21

assay / compound,26,27,28,29,30
ssDAF12 agonist,-0.8,-1.0,-2.1,-1.4,-0.4
hcDAF12 agonist,-1.3,-0.1,2.2,0.7,6.7*
MBD2 DNA inh,-4,3,-3,0,-1
ADAM17 inh,3,-3,2,-1,-1
DAX1 inh-1,0.0,-0.1,-0.1,0.3,-0.8
PLC-gamma1 inh,-2,-1,1,5,-2
NR1D1 modulator,-1,3,8,1,1
SMARCA2 act,-4,-1,-2,-1,1
DAX1 inh-2,-1.0,0.9,-1.1,4.1,-0.1
PLC-beta3 inh,-2,2,2,4,1
hgDAF-12 ag,-0.9,-2.0,-1.4,5.5,0.5

[31] COc1cccc(CN(C)Cc2nc(Cc3ccccc3Cl)no2)c1
[32] OC(COCC(F)(F)C(F)(F)C(F)(F)C(F)F)Cn1c2ccccc2c2ccccc21 (stereo unspecified)
[33] COCCCNS(=O)(=O)c1cc2c3c(c1)C(C)C(=O)N3CCC2 (stereo unspecified)
[34] CCOc1ccc(-c2cc3cc(OC)c(OC)cc3c(C)n2)cc1
[35] O=C(CSc1nnc(NCc2ccccc2)s1)NC1CCS(=O)(=O)C1 (stereo unspecified)

assay / compound,31,32,33,34,35
ssDAF12 agonist,-0.3,-2.0,-0.9,-1.5,0.8
hcDAF12 agonist,-1.0,-1.8,0.5,-1.0,0.3
MBD2 DNA inh,-1,5,0,-3,-1
ADAM17 inh,-2,15*,-2,-16,-9
DAX1 inh-1,-0.4,-0.3,0.0,0.0,-0.2
PLC-gamma1 inh,4,-4,1,-67,-3
NR1D1 modulator,-4,2,2,1,-1
SMARCA2 act,-4,-3,-3,1,-3
DAX1 inh-2,-0.5,1.1,0.1,0.8,3.8
PLC-beta3 inh,-3,-50,-7,-81,-7
hgDAF-12 ag,0.7,-0.2,2.2,1.9,0.4

[36] Cc1nc2ccc(NC(=O)c3cc([N+](=O)[O-])cc([N+](=O)[O-])c3Cl)cc2s1
[37] Cc1ccc(C2(C)NC(=O)N(CC(=O)NCCC3=CCCCC3)C2=O)cc1 (stereo unspecified)
[38] O=c1cc(Nc2ccc3c(c2)OCCO3)[nH]c(=O)n1C1CCCCC1
[39] CC(C)(C)c1ccc(C(=O)C2CCCN(C(=O)CN3CCCC3=O)C2)cc1 (stereo unspecified)
[40] CC(=O)Nc1cccc(-c2nnc(SCc3ccccc3C#N)n2C)c1

assay / compound,36,37,38,39,40
ssDAF12 agonist,-0.7,-0.8,-1.8,-1.0,-1.5
hcDAF12 agonist,1.2,-0.2,0.1,-1.4,-1.3
MBD2 DNA inh,2,0,-1,6,-6
ADAM17 inh,3,-3,-2,-6,-6
DAX1 inh-1,0.1,-1.2,0.3,0.0,-0.4
PLC-gamma1 inh,5,0,-1,-3,-2
NR1D1 modulator,3,-4,-4,1,-2
SMARCA2 act,-2,0,-1,1,-1
DAX1 inh-2,-0.6,-0.9,-1.5,-0.9,-0.6
PLC-beta3 inh,7,0,-3,-2,0
hgDAF-12 ag,-0.3,1.9,2.6,0.2,-1.7

[41] CCC(Sc1ccccn1)C(=O)Nc1nnc(C)s1 (stereo unspecified)
[42] O=C(COc1ccccc1C(=O)NCc1ccccc1)Nc1ccccc1
[43] COc1ccc(C(=O)N2CCN(c3cccc(C)c3C)CC2)cc1S(=O)(=O)NC1CC1
[44] CC(=O)NNc1ncnc2c1cnn2-c1ccccc1
[45] Cc1cccc(OCc2nn[nH]n2)c1C
[46] O=C(O)C1C(c2ccccc2)C(C(=O)Oc2ccc(O)cc2)C1c1ccccc1 (stereo unspecified)

assay / compound,41,42,43,44,45,46
ssDAF12 agonist,-1.3,-1.2,-1.1,-1.6,-0.9,-1.9
hcDAF12 agonist,-1.0,0.2,-1.7,0.4,-1.8,-0.8
MBD2 DNA inh,1,5,1,2,-1,2
ADAM17 inh,-3,-5,-2,-1,-4,-3
DAX1 inh-1,-0.3,-2.3,0.0,-0.2,-0.4,0.6
PLC-gamma1 inh,1,2,1,2,-7,-6
NR1D1 modulator,-3,-5,1,-2,2,1
SMARCA2 act,0,0,-2,5,-2,-2
DAX1 inh-2,1.2,-0.7,-0.9,-0.1,0.0,0.1
PLC-beta3 inh,-3,-9,0,1,-11,-28
hgDAF-12 ag,-0.6,-2.9,-0.9,-0.6,-0.1,-2.3
